High-throughput results (PubChem BioAssay)
A549 tox = A549 cytotoxicity, counter-screen for Nrf2 inhibitors | Potency, µM (doses to about 46 µM), without a hit: at the top dose activity change, negative = cytotoxicity, usual class: inhibitors | actives 0.16% (n = 390,000) | A549 ARE-Fluc cells, CellTiter-Fluor viability, 18-24 h; also: potency is read from the fitted curve at half-maximal effect; % is scaled to controls: 0 for no effect and ±100 for the full control effect
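Cytotoxicity counterscreen: CellTiter-Fluor fluorescence was measured in A549 ARE_Fluc cells after 18-24 h of compound exposure in a concentration series. The subsequent BugLite luminescent read reports ARE-luciferase activity.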
EPAC2 agonist = EPAC2 (human) agonism | actives 0.079% (n = 360,000) | Potency, µM (highest dose often 154 µM), inactives show at the top dose activation, most hits filed as activators | EPAC2 activation, biochemical qHTS; response scale: 100% = 6.5 mM cAMP response | Q8WZA2; also: potency is read from the fitted curve at half-maximal effect; nearly all actives have a fitted effect of over 50% in size
Target sequence (Q8WZA2 whole entry, looked up): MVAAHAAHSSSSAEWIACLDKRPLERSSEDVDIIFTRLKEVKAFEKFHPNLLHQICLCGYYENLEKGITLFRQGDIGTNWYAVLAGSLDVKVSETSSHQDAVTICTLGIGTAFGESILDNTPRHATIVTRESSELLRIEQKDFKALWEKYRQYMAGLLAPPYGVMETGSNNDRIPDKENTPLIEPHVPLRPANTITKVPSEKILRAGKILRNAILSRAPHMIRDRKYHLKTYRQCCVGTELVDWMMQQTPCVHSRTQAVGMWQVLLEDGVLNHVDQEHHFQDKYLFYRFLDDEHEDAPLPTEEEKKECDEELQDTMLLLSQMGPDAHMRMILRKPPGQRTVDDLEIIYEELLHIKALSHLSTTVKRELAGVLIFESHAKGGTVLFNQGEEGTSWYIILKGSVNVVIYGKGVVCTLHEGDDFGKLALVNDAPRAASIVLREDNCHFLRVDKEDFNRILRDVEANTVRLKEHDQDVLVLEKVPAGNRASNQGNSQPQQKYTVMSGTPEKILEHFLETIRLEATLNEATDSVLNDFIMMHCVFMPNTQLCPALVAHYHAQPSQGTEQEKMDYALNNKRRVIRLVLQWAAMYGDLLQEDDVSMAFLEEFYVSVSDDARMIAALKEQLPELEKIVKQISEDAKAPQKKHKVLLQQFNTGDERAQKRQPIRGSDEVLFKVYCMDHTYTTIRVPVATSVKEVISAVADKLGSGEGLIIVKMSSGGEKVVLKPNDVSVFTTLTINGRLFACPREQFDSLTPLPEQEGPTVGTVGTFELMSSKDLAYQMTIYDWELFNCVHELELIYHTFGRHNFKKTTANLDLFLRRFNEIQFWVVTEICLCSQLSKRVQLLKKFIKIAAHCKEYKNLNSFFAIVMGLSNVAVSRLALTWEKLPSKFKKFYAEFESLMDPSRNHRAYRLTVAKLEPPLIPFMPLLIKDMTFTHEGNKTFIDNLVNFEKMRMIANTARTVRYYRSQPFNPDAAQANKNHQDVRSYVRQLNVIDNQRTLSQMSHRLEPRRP
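Fluorescence exchange assay: 100 nM EPAC2 with 250 nM RAP1B-BODIPY-GDP and 50 uM GDP; compounds tested as a concentration-titration series (qHTS). Loss of Rap1-bound BODIPY-GDP fluorescence read at 480/540 nm; data normalized to 6.5 mM cAMP.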
Nrf2 activator = activates Nrf2 signaling | AREc32 ARE-luciferase reporter (MCF7-derived line), luminescence, 24 h | Potency, µM (top dose mostly 46.1 µM), without a hit: top-dose activation, actives largely listed as activators | actives 0.31% (n = 410,000); also: potency is read from the fitted curve at half-maximal effect; % of control where 0% means no effect; nearly all actives have a fitted effect of over 65% in size
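Each well held 1000 AREc32 cells, which were incubated with compound for 24 hr at 37 deg C after overnight attachment, and ARE reporter activity was quantified by firefly luciferase luminescence.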
ATXN2 expr inh = inhibitors of ATXN2 expression; AID 1745845; HEK-293 ATXN2-luciferase reporter, luminescence, 24 h; actives 0.72% (n = 360,000); Potency, µM (highest dose often 57 µM), for inactives: at the highest dose activity change, negative = inhibition, actives largely listed as inhibitors; also: potency is read from the fitted curve at half-maximal effect; % is scaled to controls: 0 for no effect and ±100 for the full control effect; nearly all actives have a fitted effect of over 55% in size
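qHTS (up to 57 uM final) was run with 24 h compound exposure of reporter cells at 37 °C. Each well was multiplexed: SteadyGlo luminescence measured ATXN2-luciferase expression after a fluorogenic Gly-Phe-AFC viability readout (25 uM final).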
IL2 activator = activates IL-2 in a cell-based reporter assay; IL-2 activation reporter assay, cell-based qHTS; stimulated with anti-CD3/CD4/CD28 beads; in transgenic mouse T cells; activation, % (series mostly up to about 46 µM); actives 0.065% (n = 360,000); AID 652025; in the data active = activation above about 50%; inconclusive = mostly about 30% to 49%; also: 0% is about no effect
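Unstimulated transgenic mouse T cells preincubated 60 min with compound, then stimulated with anti-CD3/anti-CD4-coated beads plus anti-CD28 for 18 h at 37 degrees C. IL-2 response read as EGFP and DsRed fluorescence by plate cytometry.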
Nrf2 block = inhibitors of Nrf2 signaling | A549 ARE-Fluc reporter, luciferase luminescence, 18-24 h | Potency, µM (doses to about 46 µM), for inactives: at the highest dose activity change, negative = inhibition, usual class: inhibitors | actives 2.1% (n = 360,000) | AID 504444; also: potency is read from the fitted curve at half-maximal effect; % is scaled to controls: 0 for no effect and ±100 for the full control effect; nearly all actives have a fitted effect of over 60% in size
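Nrf2 activity is the BugLite luminescence, read 15 min after reagent at room temperature, following CellTiter-Fluor cytotoxicity readout (30 min, 37C). Compound titrations were applied for 18-24 h to 5000 A549 ARE_Fluc cells/well in 5% FBS OPTI-MEM.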
HepG2 viability = counter-screen for TGF-b inhibitors: cytotoxicity in HepG2 cells | HepG2 CAGA-GFP viability, ATP luminescence, 18 h | Potency, µM (titrated, usually from 46.1 µM), for inactives: top-dose activity change, negative = cytotoxicity, hits mostly cytotoxic | AID 588856 | actives 0.76% (n = 410,000); also: potency is read from the fitted curve at half-maximal effect; some results filed as inactive show a strong effect at the top dose
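HepG2 CAGA-GFP cells (1000/well, DMEM with 1% FBS) received compound, then TGF-beta at 500 pg/mL final, and were incubated 18 hours at 37 degrees C. Viability was read by CellTiter-Glo luminescence. Media-only wells were set as complete cell-killing and DMSO as no toxicity.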
S2 tox = cell viability loss in ATXN counter-screen; S2 cells (HEK-293 line with an ATXN2-luciferase reporter) viability, CellTiter-Fluor protease fluorescence, 24 h; Potency, µM (titrated, usually from 56.7 µM), usual class: cytotoxic; actives 0.49% (n = 400,000); AID 651635; also: potency is read from the fitted curve at half-maximal effect; nearly all actives have a fitted effect of over 40% in size
TGFb SMAD3 inh = inhibitors of TGF-b signaling; HepG2 CAGA-GFP TGF-b/SMAD3 reporter, GFP fluorescence, 18 h; TGF-beta stimulated, 500 pg/mL final; Potency, µM (series often up to 46.1 µM), for the others: at the top dose activity, negative = inhibition, usual class: inhibitors; actives 1.2% (n = 410,000); AID 588855; also: potency is read from the fitted curve at half-maximal effect; % is scaled to controls: 0 for no effect and ±100 for the full control effect; nearly all actives have a fitted effect of over 65% in size
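Cell-based qHTS in HEPG2 carrying a CAGA-GFP Smad reporter; compounds added before 500 pg/mL final TGF-beta, 18 h incubation at 37 degrees C, GFP fluorescence quantified per cell by imaging cytometry.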
Active calls of the source: *; i = inactive; ? = inconclusive; / = not tested or not shown; & = joins results of further samples; [ ] = dose if it differs, or a comment. Unless noted, calls follow the shape of the dose curve; as a rule, active = well fitted curve in the direction sought with a large enough effect; inconclusive = small, poorly fitted or top-dose-only effect, or another doubt; inactive = no such curve, though single readings can be large; an effect the other way counts as inactive or inconclusive. Not a hit list; about 4.3% have a hit in one of these screens.

SMILES	A549 tox	EPAC2 agonist	Nrf2 activator	ATXN2 expr inh	IL2 activator	Nrf2 block	HepG2 viability	S2 tox	TGFb SMAD3 inh
COc1cc(Br)cc(CNc2ccc(F)c([N+](=O)[O-])c2)c1O	-3%	5%	9.6%[9.22 µM]	-35%	-3.7	3%	-32%	i	?
O=C(CCCn1nnc2ccccc2c1=O)N[C@H](C(=O)O)c1ccccc1	-1%	-2%	2.1%	/	-0.4	17%	-5%	i	8%
Cc1ccc(C(=O)N2CC(=O)Nc3ccc(F)cc3C2c2ccc(F)cc2)cc1[N+](=O)[O-] (configuration not stated)	10%	10%	5.7%	-5%	0.0	-17%	-28%	?	0%
Cc1ccc(NC(=O)Cn2nnc(C(=O)NCc3ccc4c(c3)OCO4)c2N)cc1	1%	-7%	-0.6%	6%	-2.8	-7%	-10%	i	-18%
CC(=O)Oc1c(C)c2c3c(c1OC(C)=O)[C@@H](C)CC[C@@H]3[C@@H](C)C[C@H]2C=C(C)C	1%	1%	19%	6%	-3.4	3%	-9%	i	-28%
Cc1ccc(-n2ncc(C(=O)NCCc3ccccc3)c2C2CCN(C(=O)OC(C)(C)C)CC2)c(C)c1	-21%	/	0.0%	?	/	?	-7%	?	?
Cc1ccc(C(=O)Nc2nc3n(n2)C(c2ccc(F)cc2)C=C(c2ccccc2)N3)cc1 (configuration not stated)	-1%	/	3.7%	2%	/	1%	-21%	/	-1%
CCn1c(C)nc2cc(S(=O)(=O)C(F)(F)F)ccc21	-7%	-2%	0.0%	11%	1.2	-28%	-11%	i	3%
COc1cc(NC(=O)CSc2ccc(-c3ccco3)nn2)cc(OC)c1	-7%	0%	?	-9%	0.7	-19%	-2%	i	-18%
COc1ccc(OC)c(C(=O)COC(=O)COc2ccccc2F)c1	-2%	5%	0.1%	4%	1.3	12%	1%	i	-7%
COC(=O)CSc1nc(SCc2ccc(C)cc2)nc2c1CCCC2	-4%	8%	-0.1%	-2%	-0.4	-14%	1%	i	3%
Cc1ccnc(NC(c2cccnc2)c2ccc3cccnc3c2O)c1 (configuration not stated)	-2%	5%	4.0%	?	-0.8	6%	-34%	?	?
Cc1cc(NC(=O)c2ccccc2Cl)n(C(C)(C)C)n1	4%	17%	-0.1%	-11%	-4.0	-2%	-14%	i	-3%
COc1ccc([C@@H]2CC=C(C(=O)O)[C@H](c3ccc(Cl)cc3)N2S(=O)(=O)c2ccc(Cl)cc2)cc1	-15%	0%	-0.2%	10%	0.4	?	5%	i	25%
Cc1cc(C)nc(SCC(=O)Nc2ncc(C(F)(F)F)cc2Cl)n1	1%	3%	-0.5%	-4%	0.5	-5%	-18%	i	4%
CCOC(=O)Cc1csc(NS(=O)(=O)c2ccc(Cl)cc2)n1	0%	3%	-0.4%	-18%	-1.9	-1%	0%	?	-4%
COc1ccc(CNC(=O)Nc2cccc(C(F)(F)F)c2)cc1OC	4%	0%	0.2%	0%	-3.0	-19%	-6%	i	9%
COc1cccc(-c2nnc3n(Cc4ccc(F)cc4)c(=O)c4ccccc4n23)c1	4%	/	-0.9%	13%	/	-6%	11%	i	-16%
CC(=O)C1(C)N(O)C(C)(C)C(c2ccco2)=[N+]1[O-] (configuration not stated)	-5%	2%	-0.1%	-2%	0.7	7%	1%	i	22%
CC(=O)c1ccc(NC(=O)CCc2nnc3ccc(N4CCC5(CC4)OCCO5)nn23)cc1	-5%	-7%	1.7%	42%[activator]	-1.8	?	-1%	i	-3%
Cc1ccc2[nH]c(C(=O)N3CCCCC3)cc2c1	11%	-5%	6.9%	38%	-1.0	?	-33%	i	-9%
Cc1ccc(CNC(=O)CSc2nc3n[nH]c(C)c3c(=N)n2-c2cccc(C)c2)cc1	?	-21%	2.7%&2.0%	1%	0.8	15µM*	-37%&-39%	i	?
CN(CC(=O)Nc1n[nH]c(=S)s1)S(=O)(=O)c1cccc2cccnc12	1%	3%	-0.3%	/	-0.5	1%	5%	i	10%
COc1cc(/C=N/O)cc(Br)c1OS(=O)(=O)c1ccc(C)cc1	-19%	1%	0.3%	?	-0.7	-29%	13µM*	?	?
COC(=O)C1=C(C(=O)OC)[C@@H]2N(Cc3ccccc3)c3ccccc3[C@@]23C[C@@H](C(=O)OC)N(C(=O)c2cccs2)C3=N1	?	7%	2.3%	?	-0.3	29µM*	-45%	?	?
CC(=O)Nc1ccc(Oc2ccc(-c3noc(C)n3)cc2)cc1	-6%	4%	-1.1%	1%	-0.1	-7%	-3%	i	5%
CCOC(=O)C1(Cc2ccccc2C)CCCN(C(=O)CN2C(=O)CSC2=O)C1 (configuration not stated)	7%	3%	-0.2%	9%	0.0	?	-8%	i	-6%
CCc1ccccc1NC(=O)c1cccc(Oc2ccc([N+](=O)[O-])cc2Cl)c1	0%	12%	-0.1%	-12%	-2.6	0%	2%	i	-14%
CNC(=O)/C(C#N)=C/c1c(N(Cc2ccccc2)Cc2ccccc2)nc2c(C)cccn2c1=O	?	7%	4.1%	-7%	-1.2	26µM*	6%	?	13µM*
COCCNC(=O)C(c1ccc(O)cc1)N(Cc1ccco1)C(=O)CCC(=O)Nc1ccccn1 (configuration not stated)	-13%	6%	-0.5%	4%	1.5	-25%	-2%	i	13%
Cc1ccc(Oc2ncccc2N)c2c1CCC2	2%	6%	-0.4%	2%	-2.9	-1%	5%	i	-2%
COc1ccc(C(=O)N2CCC(n3nnc4cc(F)ccc43)CC2)cc1OC	-6%	1%	2.7%	5%[11.3 µM]	-3.5	?	6%	i	-7%
O=C1NC(=S)/C(=C\c2ccc(-c3ccccc3Cl)o2)S1	-28%	6%	5.8%	-30%	-0.3	-16%	-24%	?	?
COc1ccccc1N(C(C)=O)C1=C(Cl)C(=O)c2ccccc2C1=O	/	26%	?	/	-1.3	/	11µM*	/	-18%
O=C(Nc1ccc(C(=O)N2CCCC2)cc1)c1ccccc1[N+](=O)[O-]	0%	3%	-0.6%	-8%	0.1	-10%	4%	i	-10%
Cc1cc(N/N=C/c2ccc(O)cc2O)nc(-n2nc(C)cc2C)n1	-4%	3%	21%	?	0.1	?	-43%	?	-26%
COc1ccc(-c2cc(-c3ccccc3)c(C#N)c(SCC(=O)Nc3ncc(C)s3)n2)cc1	-1%	5%	0.1%	-15%	-0.2	-26%	-3%	i	?
COc1ccc(CC(=O)Nc2ccc(S(=O)(=O)N(C)C)cc2)cc1OC	-14%	4%	-0.8%	-10%	0.1	-22%	-4%	i	7%
CC(C)C[C@H]1CN([C@@H](CC(C)C)CN2CCCC2CN2C(=S)NC[C@@H]2Cc2ccc(O)cc2)C(=S)N1CCc1ccccc1 (some centres not stated)	-18%	4%	-1.1%	-24%	-0.8	?	-2%	?	?
CCc1nnc(NC(=O)c2sc3nc(C)cc(COC)c3c2N)s1	12%	14%	-0.4%	0%	0.5	-6%	-10%	/	-3%
O=C(O)CCC(=O)Nc1ccc(Sc2ccc([N+](=O)[O-])cc2)cc1	-6%	-1%	0.1%	-5%	0.3	-4%	21%	i	12%
COc1ccc(NC(=O)CSC2CCCCC2)cc1	0%[1.84 µM]	-5%	0.3%	82%[activator]	-0.6	?	-2%	i	-9%
C=CCN1C(c2cccc(C(F)(F)F)c2)=CS/C1=C(\C#N)c1nnc(N2CCOCC2)n1-c1ccccc1	/	-6%	-0.1%	/	-2.3	/	-4%	?	-12%
CC(C)=C1C2CCC1C(C(=O)Nc1sc(C)c(-c3ccc(C(C)C)cc3)c1C(N)=O)C2C(=O)O (configuration not stated)	3%	7%	-0.1%	-8%	-0.5	?	-52%	i	?
CCc1ccccc1NC(=O)CC(C)n1nc(C)cc1C (configuration not stated)	-10%	/	-0.1%	-1%	/	12%	-12%	i	-37%

In the list so far, these have a tert-butyl group:
SMILES	A549 tox	EPAC2 agonist	Nrf2 activator	ATXN2 expr inh	IL2 activator	Nrf2 block	HepG2 viability	S2 tox	TGFb SMAD3 inh
Cc1ccc(-n2ncc(C(=O)NCCc3ccccc3)c2C2CCN(C(=O)OC(C)(C)C)CC2)c(C)c1	-21%	/	0.0%	?	/	?	-7%	?	?
Cc1cc(NC(=O)c2ccccc2Cl)n(C(C)(C)C)n1	4%	17%	-0.1%	-11%	-4.0	-2%	-14%	i	-3%

More results follow.
SMILES	A549 tox	EPAC2 agonist	Nrf2 activator	ATXN2 expr inh	IL2 activator	Nrf2 block	HepG2 viability	S2 tox	TGFb SMAD3 inh
COc1cc(OC)cc(C(=O)Nc2nnc(NC(=S)Nc3ccccc3)s2)c1	1%	8%	-0.1%	-7%	-0.6	?	-3%	i	-18%
COc1ccc(/C=N/Nc2nc(C)cc(-c3ccccc3)n2)c(OC)c1	2%	3%	0.1%	-21%	0.5	-3%	-18%	i	-5%
O=C(NCC1CCCO1)/C(=C\c1ccccc1)NC(=O)c1ccccc1 (configuration not stated)	-9%	-1%	3.1%	10%	-0.4	-12%	2%	i	21%
CC(=O)Nc1ccc(S(=O)(=O)N2CCC(n3c(C(F)(F)F)nc4cccnc43)CC2)cc1	10%	/	0.0%	-4%	/	19%	-1%	i	19%
Cc1[nH]c(=S)[nH]c(=O)c1CCOc1ccccc1	-10%	4%	0.5%	-2%	0.1	?	-27%	i	-6%
Cc1ccc(NC(=O)c2cc(-c3ccccc3)nn2-c2ccccc2)c(Br)c1	18%	-2%	0.1%	9%	-0.2	?	2%	i	-2%
Cc1ccc(Cn2ccnc2C(=O)Nc2ccccc2)cc1	1%	6%	0.7%	64%[activator]	-1.5	?	-5%	i	-5%
